TSG101-PTAP inh: qHTS Assay for Iinhibitors of HIV-1 Budding by Blocking the Interaction of PTAP/TSG101 | 340,000 tested, under 10 active | Potency, µM (titrated, usually from 115 µM), for inactives: top-dose activity change, negative = inhibition, most hits filed as inhibitors | Fluorescence polarization, FITC-PTAP peptide / Tsg101 binding; active = well fitted inhibition curve with a large enough effect in the main read-out, with a control signal flat, not every such curve was filed as active; inconclusive = small, poorly fitted or top-dose-only effect, or effect the other way, or a change in a side signal; inactive = no such curve, though single readings can be large or run the other way; also: potency is read from the fitted curve at half-maximal effect; % of control where 0% means no effect
Target sequence (Q99816 whole entry, looked up): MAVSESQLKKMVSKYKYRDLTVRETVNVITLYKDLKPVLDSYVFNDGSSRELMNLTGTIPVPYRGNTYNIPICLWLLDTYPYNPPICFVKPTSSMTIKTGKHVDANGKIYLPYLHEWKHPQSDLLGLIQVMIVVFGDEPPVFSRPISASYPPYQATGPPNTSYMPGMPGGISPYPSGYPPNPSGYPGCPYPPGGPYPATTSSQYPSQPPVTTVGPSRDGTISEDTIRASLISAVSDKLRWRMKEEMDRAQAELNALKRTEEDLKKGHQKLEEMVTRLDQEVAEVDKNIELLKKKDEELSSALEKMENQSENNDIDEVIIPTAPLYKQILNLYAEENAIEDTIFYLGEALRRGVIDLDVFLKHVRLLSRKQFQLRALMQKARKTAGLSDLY
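Steps: Tsg101 binding domain dispensed (10 uM final), compounds pinned in DMSO, FITC-labeled PTAP-motif peptide added (50 nM final); after 20 min binding at room temperature, polarization measured.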
p53 reactivation: qHTS assay for re-activators of p53 using a Luc reporter; H1299 p53-A138V BP100-luciferase reporter, luminescence, 24 h; Potency, µM (highest dose often 92.2 µM), without a hit: at the top dose activity change, positive = activation, usual class: activators; AID 504706, 2011; hit rate 0.063% among 320,000; also: potency is read from the fitted curve at half-maximal effect; % of control where 0% means no effect; nearly all actives have a fitted effect of over 45% in size
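H1299 (p53-null), stable ts p53-A138V + BP100-Luc; 1000 cells/well, Opti-MEM/10% FBS; cpd 4 pt, 1:5; 24 h, 37 deg C, 5% CO2; detection reagent 10 min RT; luminescence.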
B2AR arrestin: qHTS assay of beta-arrestin-biased ligands of beta2-adrenergic receptor | Potency, µM (series often up to 46.1 µM), without a hit: at the highest dose activation, usual class: activators | AID 492947, 2010 | hit rate 0.02% among 330,000 | beta-arrestin recruitment to beta2AR, cell-based reporter;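 also: potency is read from the fitted curve at half-maximal effect; 0% = DMSO controls and full agonism = EC100 isoproterenol or metaproterenol; nearly all actives have a fitted effect of over 65% in size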
BRCA1 expr act: qHTS Assay to Identify Small Molecule Activators of BRCA1 Expression; Potency, µM (titrated, usually from 46.1 µM), inactives show top-dose activation, hits mostly activators; hit rate 1.1% among 380,000; AID 624202, 2012; MCF7-BRCA1-FFLuc reporter, luminescence, 48 h; response scale: scaled: vehicle 0%, 10 µM genistein 100%; also: potency is read from the fitted curve at half-maximal effect; nearly all actives have a fitted effect of over 80% in size; some results filed as inactive show a strong effect at the top dose
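Activators of BRCA1 expression were detected as increased firefly luciferase luminescence in engineered MCF7 cells after 48 h compound incubation. Signals were scaled to genistein 10 microM as full activation.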
USP2a block: qHTS Assay for Inhibitors of Ubiquitin-specific Protease USP2a Using CHOP2 as the Reporter; USP2 core, Ub-CHOP2 coupled fluorogenic reporter, 485/531; AID 463254, 2010; Potency, µM (highest dose often 38.3 µM), without a hit: top-dose activity change, negative = inhibition, hits mostly inhibitors; hit rate 0.01% among 330,000; Ubiquitin carboxyl-terminal hydrolase 2 (Homo sapiens), O75604;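 also: potency is read from the fitted curve at half-maximal effect; plate controls were DMSO wells for no effect and full inhibition by NEM control for full effect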
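USP2 core (10nM final) preincubated 30min RT with compound in 20mM Tris-HCl pH 8.0, 2mM CaCl2, 2mM beta-mercaptoethanol, 0.05% CHAPS; 25nM Ub-CHOP2 plus 25nM reporter substrate added, fluorescence (Ex485/Em531) read after 60min.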
S-ASM inh: Inhibitors of Secretory Acid Sphingomyelinase (S-ASM): qHTS; Sphingomyelin phosphodiesterase (Homo sapiens), P17405; placental ASM, HMU-PC fluorogenic substrate, 60 min; Potency, µM (titrated, usually from 57.5 µM), for the others: at the top dose activity change, negative = inhibition, usual class: inhibitors; hit rate 0.006% among 340,000; AID 504937, 2011; also: potency is read from the fitted curve at half-maximal effect
Target sequence (P17405 47-631 limits assumed): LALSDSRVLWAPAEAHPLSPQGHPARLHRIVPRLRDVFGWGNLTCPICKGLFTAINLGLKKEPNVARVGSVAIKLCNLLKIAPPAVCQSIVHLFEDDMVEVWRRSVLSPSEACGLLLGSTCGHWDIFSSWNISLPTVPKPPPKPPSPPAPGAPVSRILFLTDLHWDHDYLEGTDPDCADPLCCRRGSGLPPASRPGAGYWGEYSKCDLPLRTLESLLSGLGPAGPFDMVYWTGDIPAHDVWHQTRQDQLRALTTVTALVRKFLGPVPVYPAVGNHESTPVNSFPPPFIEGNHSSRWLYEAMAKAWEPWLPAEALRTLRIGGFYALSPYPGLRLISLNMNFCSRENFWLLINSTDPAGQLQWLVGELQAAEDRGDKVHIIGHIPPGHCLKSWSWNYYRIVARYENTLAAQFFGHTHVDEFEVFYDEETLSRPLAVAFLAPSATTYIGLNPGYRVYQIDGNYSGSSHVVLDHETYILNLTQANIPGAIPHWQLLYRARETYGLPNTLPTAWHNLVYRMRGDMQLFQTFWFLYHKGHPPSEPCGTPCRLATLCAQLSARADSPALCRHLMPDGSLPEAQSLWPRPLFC
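Human placenta-derived ASM enzyme was preincubated with compound for 10 minutes at room temperature, then given fluorogenic substrate HMU-PC0 (9 uM final) for 60 minutes at 37 °C; a pH 10 stop preceded fluorescence reading at Ex 386/Em 447 nm.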
ELG1 genotoxic: qHTS screen for small molecules that induce genotoxicity in human embryonic kidney (HEK293T) cells expressing luciferase-tagged ELG1; AID 504466, 2011; Potency, µM (highest dose often 46 µM), inactives show top-dose activity change, positive = activation, usual class: activators; hit rate 1.3% among 330,000; HEK293T ELG1-luciferase reporter, luminescence, 16 h; also: potency is read from the fitted curve at half-maximal effect; % of control where 0% means no effect; nearly all actives have a fitted effect of over 60% in size
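16 hr compound incubation (37 °C, 5% CO2) of HEK293T cells carrying luciferase-tagged ELG1; luciferase then measured by ONE-Glo luminescence after 30 min at RT.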
uPA surface inh: qHTS for Inhibitors of Cell Surface uPA Generation; Potency, µM (highest dose often 38.3 µM), without a hit: at the highest dose activity change, negative = inhibition, usual class: inhibitors; hit rate 0.31% among 330,000; cell surface uPA generation assay, qHTS; active = well fitted inhibition curve with a large enough effect; inconclusive = small, poorly fitted or top-dose-only effect; inactive = no such curve, though single readings can be large or run the other way; tested in mouse RAW 264.7 cells; also: potency is read from the fitted curve at half-maximal effect; % is scaled to controls: 0 for no effect and ±100 for the full control effect; nearly all actives have a fitted effect of over 55% in size
Eya2 inh: qHTS Assay for Inhibitors of the Phosphatase Activity of Eya2 | recombinant Eya2, OMFP fluorescence dephosphorylation (OMFP is methylfluorescein phosphate) | Potency, µM (top dose mostly 76.9 µM), inactives show at the highest dose activity, negative = inhibition, actives largely listed as inhibitors | hit rate 0.006% among 330,000 | AID 488837, 2010; also: potency is read from the fitted curve at half-maximal effect; % is scaled to controls: 0 for no effect and ±100 for the full control effect
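Eya2 (0.2 uM) preincubated 10 min at ambient with compound, then OMFP substrate added at 50 uM; 10 min reaction in 50 mM HEPES pH 7.5, 50 mM NaCl, 5 uM MgCl2, 0.05% BSA, 1 mM DTT. Fluorescence read at Ex 485/Em 525 nm.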
a7 integrin act: qHTS for Activators of Integrin-Mediated Alleviation for Muscular Dystrophy | hit rate 0.064% among 350,000 | alpha7betagal myoblasts, beta-gal FDG fluorescence, 48 h | AID 624291, 2012 | Potency, µM (series often up to 38.3 µM), for the others: at the highest dose activation, usual class: activators;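 also: potency is read from the fitted curve at half-maximal effect; 100% = response of the positive control SU9516; nearly all actives have a fitted effect of over 60% in size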
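alpha7betagal+/- myoblasts (passage 13, 250/well) treated 48 h at 37C with compounds at 1:260 dilution of DMSO stock. Lysed, then beta-galactosidase activity read as FDG fluorescence (ex 480/em 540) after 30 min, with pre-read for autofluorescence.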
TRPV1 agonist: HTS Assay for Compounds that Act as Agonists of the Vanilloid Receptor 1; TRPV1-expressing cells, Fluo-8 calcium influx, agonist mode; activation, % at 8.33 µM; hit rate 0.19% among 320,000; AID 540275, 2011; in the data active = activation above about 80%; inconclusive = between about 30% and that limit; also: 0% is about no effect
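Fluo-8 calcium influx in TRPV1-expressing cells, kinetic read (ex 480/em 520 nm). Compound added and read 3 min for agonist activity, followed by capsaicin at EC20 final and 2 min further read for enhancement.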
Numbers without * were called inactive; ? = inconclusive; . = not tested or not shown; & = joins results of further samples; [ ] = remark or other dose. Unless noted, calls follow the shape of the dose curve; as a rule, active = well fitted curve in the direction sought with a large enough effect; inconclusive = small, poorly fitted or top-dose-only effect, or another doubt; inactive = no such curve, though single readings can be large; an effect the other way counts as inactive or inconclusive.

SMILES | TSG101-PTAP inh | p53 reactivation | B2AR arrestin | BRCA1 expr act | USP2a block | S-ASM inh | ELG1 genotoxic | uPA surface inh | Eya2 inh | a7 integrin act | TRPV1 agonist
COc1ccc(N2CCN(c3ccc(C(=O)O)cc3[N+](=O)[O-])CC2)cc1 | -1% | 15% | -0.4% | 11% | 7% | 0% | 9% | 3% | 9% | -20% | -1
C=CCN(CC=C)Cc1cc(=O)n2c(-c3ccccc3)csc2n1 | 0% | -2% | -0.5% | -38% | 0% | 4% | 0% | -1% | -6% | -34% | 1
COC(=O)c1ccc(CN2CCCC(CO)(Cc3ccc(F)cc3F)C2)cc1 (stereo not drawn) | -5% | -8% | -1.8% | -3% | 1% | 4% | -4% | 4% | 2% | 0% | 6
Cc1ccc(-c2nc(COC(=O)c3c(C)noc3C)cs2)cc1 | -1% | 26% | -0.2% | -11% | 1% | 4% | ? | . | 15% | -30% | 13
CC1(C)Cc2c(C#N)c(SCCOc3ccccc3)nc(N3CCOCC3)c2CO1 | -1% | 10% | -0.4% | -41% | 3% | -10% | -15% | 7% | -9% | ? | -1
CCCCCOc1ccc(C(=O)NCC(=O)NCC(=O)OCC)cc1 | -3% | -3% | -0.8% | -54% | 1% | 1% | 4% | -15% | 12% | -10% | -1
Cc1cc(NC(=O)CSc2nccn2-c2ccc(F)cc2)no1 | 1% | -1% | -0.2% | -11% | -6% | 4% | -3% | -1% | 4% | -6% | -3
C#CC[N+]1(CC#Cc2ccccc2)CCCC1 | -2% | 4% | 0.4% | -9% | 1% | 5% | -1% | -12% | 16% | -59%[inhibitor] | -3
COc1cccc(CNCC2CCCO2)c1 (stereo not drawn) | 1% | . | 0.2% | 0% | 0% | 1% | 2% | 11% | 12% | 0% | -1
CC1CCN(C(=O)COC(=O)C(C)N2C(=O)c3ccccc3C2=O)CC1 (stereo not drawn) | 0% | 9% | -0.3% | -6% | -7% | -2% | -2% | -21% | -2% | -35% | 3
Cc1ccc(CNC(=O)CN2CCN(c3ccc(F)cc3)CC2)cc1 | 0% | -15% | -0.4% | 5% | -3% | 3% | -2% | 0% | 8% | -27% | 28
CC1=Nc2ccccc2/C1=C/c1c(C)[nH]c2ccccc12 | -1% | . | . | -85% | . | 117%[activator] | . | 0% | . | -32% | .
O=C(OCC(=O)N1CCCc2ccccc21)c1ccccc1NCCO | 0% | -3% | -1.2% | 64% | -1% | . | 0% | 2% | -1% | -11% | 2
O=C(CN(Cc1ccco1)C(=O)Cn1nnc(-c2cccs2)n1)NCC1CCCO1 (stereo not drawn) | -1% | -11% | 0.2% | -10% | -4% | -2% | 0% | 8% | -7% | -21% | -3
CCOc1ccccc1CN1CCCC(C(=O)c2ccc(OC)c(OC)c2)C1 (stereo not drawn) | -2% | . | 0.2% | 1% | 2% | 4% | -6% | -31% | -2% | -17% | 1
O=C(O)Cn1ncc2ccccc2c1=O | -2% | 2% | -0.4% | 0% | -1% | -1% | 2% | 0% | 4% | -21% | 0
COc1oc(-c2ccccc2)nc1C(F)(F)F | -13% | -14% | 0.1% | -2% | 1% | 0% | 3% | -1% | -13% | 0% | 4
O=C(c1nc[nH]c1C(=O)N1CCN(c2ccccc2)CC1)N1CCN(c2ccccc2)CC1 | -3% | 14% | -0.3% | 0% | 0% | -1% | 6% | -5% | 3% | -18% | 1
CC(OC(=O)/C=C/c1ccccc1)C(=O)NC1CCCCC1C (stereo not drawn) | 1% | 1% | -0.7% | -19% | 6% | 7% | -1% | -2% | -11% | 0% | 8
C/C=C(\C)CN1CCC(n2nccc2NC(=O)CCOc2ccccc2)CC1 | -1% | 12% | 6.2% | -11% | -2% | 1% | -9% | -2% | 1% | -5% | 2
O=C(NNS(=O)(=O)c1ccc(F)cc1)c1ccc(O)cc1 | -1% | 3% | -0.1% | -2% | 1% | -1% | -1% | -8% | 5% | 22% | -3
O=C(CSc1nc2ccncc2[nH]1)Nc1ccccc1C(F)(F)F | 0% | -1% | -0.5% | -28%&10% | -8% | -1% | 1% | -3% | -5% | 12% | 1
CCCC(=O)N1CC2(C)CN(C(=O)CCC)CC(CCC)(C1)C2=O | -3% | . | . | 14% | . | 0% | . | -1% | . | -4% | 1
Cc1nnc(NC(=O)CSc2nnc(C)n2Cc2ccccc2)s1 | -1% | -5% | -0.5% | 0% | -1% | 0% | 0% | 2% | -20% | 14% | 2
CC(C)c1c(O)nc(SCCOc2ccc(Cl)cc2)[nH]c1=O | -4% | -4% | -0.6% | -27% | -1% | -6% | -1% | 2% | -2% | 0% | 0
CCC(C)CCCCCCCCCCC(=O)O (stereo not drawn) | 0% | . | . | -9% | . | 0% | . | 7% | . | -4% | .
CCCCSc1c(C)c2cc3c(cc2[nH]c1=O)OCO3 | -7% | 3% | 0.0% | 9% | 1% | 155%[activator] | -8% | 10% | -32% | 4% | -2
Cc1ccc(-c2nnc(SCC(=O)N/N=C/c3cccs3)n2-c2ccc(C)cc2)cc1 | 0% | -20% | -0.1% | -10% | -4% | 4% | -2% | 3% | -3% | 16% | 5
COc1cccc(NC(=O)N2CCCC2C(=O)NCc2ccco2)c1 (stereo not drawn) | -2% | -1% | -1.1% | -1% | 1% | 2% | 0% | -1% | -14% | 0% | -2
CC(C)(C)C1CCC(=NNC(=O)c2cc(-c3ccccc3)n[nH]2)CC1 (stereo not drawn) | -5% | 10% | 0.2% | 2% | 1% | -1% | -3% | -5% | -5% | 36% | -5
COc1ccc(-n2c(C)c(C)c3c(NCCCN(C)C)ncnc32)cc1 | 4% | -3% | -0.7% | -17% | 2% | 3% | 1% | -7% | 1% | -61%[inhibitor] | 13
Cc1ccc(NCc2cccc(B(O)O)c2)cc1 | -6% | . | . | 50% | . | 3% | . | -14% | . | 5% | .
CCN(CC(=O)NCc1ccc(F)cc1)C(=O)CN1CCN(c2cc(Cl)ccc2C)CC1 | -2% | 1% | 0.3% | -31% | 2% | -2% | -15% | -3% | 10% | -32% | 4
Cc1cc(C)cc(C(=O)NC(CC(N)=O)c2ccc(N3CCC(N4CCCCC4)CC3)c([N+](=O)[O-])c2)c1 (stereo not drawn) | -2% | 8% | -1.1% | 10% | -1% | 17% | 1% | 14% | -8% | 8% | 2
O=C(Nc1ccccc1N1CCOCC1)c1cccc([N+](=O)[O-])c1 | -3% | -9% | -0.2% | -15% | 4% | -1% | 1% | -1% | 0% | -3% | -3
COCCNC(=O)/C(C#N)=C/c1ccc(SC)cc1 | -3% | 5% | 0.1% | 1% | 0% | 10% | ? | 2% | 10% | -35% | 18
Cc1nnc(Sc2nc3c(c(=O)n(C)c(=O)n3C)n2Cc2ccccc2Cl)s1 | -3% | . | . | -2% | . | 3% | . | -2% | . | 8% | .
CSc1nc(Oc2cccc(C(F)(F)F)c2)cc(C(F)(F)F)n1 | -8% | -1% | -1.3% | 6% | -1% | 0% | 0% | 5% | -2% | 19% | 3
N#Cc1ccc(N2CCOCC2)nc1 | -8% | -2% | 0.0% | 4% | 1% | -1% | 1% | -10% | -11% | 7% | 0
CN(Cc1ccccc1)c1ccc(N2C(=O)CCC2=O)cc1[N+](=O)[O-] | 0% | -2% | 0.2% | 14% | -2% | -9% | 1% | -2% | 0% | 16% | 1
Cc1ccc(CCC(=O)Nc2ncc(Cc3cccc(Cl)c3Cl)s2)o1 | -2% | 16% | -0.6% | ? | 5% | 0% | ? | -11% | -6% | 1% | 0

Whole records from above:
Shown for Cc1ccc(CCC(=O)Nc2ncc(Cc3cccc(Cl)c3Cl)s2)o1 : TSG101-PTAP inh: -2%; p53 reactivation: 16%; B2AR arrestin: -0.6%; BRCA1 expr act: ?; USP2a block: 5%; S-ASM inh: 0%; ELG1 genotoxic: ?; uPA surface inh: -11%; Eya2 inh: -6%; a7 integrin act: 1%; TRPV1 agonist: 0
Shown for Cc1nnc(Sc2nc3c(c(=O)n(C)c(=O)n3C)n2Cc2ccccc2Cl)s1 : TSG101-PTAP inh: -3%; p53 reactivation: .; B2AR arrestin: .; BRCA1 expr act: -2%; USP2a block: .; S-ASM inh: 3%; ELG1 genotoxic: .; uPA surface inh: -2%; Eya2 inh: .; a7 integrin act: 8%; TRPV1 agonist: .
